MsrA inhibitor: bovine MsrA enzyme inhibitors, primary screen, biochemical, absorbance, HTS; purified bovine MsrA, absorbance read-out; AID 651718, 2012; Methionine sulfoxide reductase A (Bos taurus); hit rate 0.75% among 360,000; inhibition, % at 15.5 µM; in the data active means inhibition above about 4.5%;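 further: 0% = vehicle wells with enzyme and 100% = reference inhibitor wells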
FAS-TE inh: FAS thioesterase domain inhibitors, primary screen, biochemical, fluorescence intensity, uHTS; hit rate 0.67% among 360,000; Fatty acid synthase (Homo sapiens), P49327; inhibition, % at 15 µM; recombinant FAS-TE, OMFH fluorogenic substrate, fluorescence endpoint;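 active means compounds whose normalised, plate-corrected inhibition of enzyme fluorescence in the single-dose primary screen is 50% or more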;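 further: 0% = DMSO with enzyme and 100% = substrate without enzyme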
PABP1 MLLE inh: inhibitors of PABP1 MLLE–PAM2 peptide binding, primary screen, biochemical, fluorescence polarization, FITC-PAM2, GST-MLLE | Polyadenylate-binding protein 1 (Homo sapiens), P11940 | hit rate 0.36% among 360,000 | AID 588489, 2011 | inhibition, % at 20 µM; in the data active means inhibition above about 35%, passing the limit was not always enough;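 further: plate controls were DMSO wells with GST-MLLE for no effect and wells lacking GST-MLLE protein for full effect; some results filed as inactive read as strong as hits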
NRP1-CendR mod: modulators of CendR peptide binding to NRP-1, primary screen, biochemical, fluorescence polarization, uHTS; FAM-RPARPAR peptide binding to NRP-1; inhibition, % at 25 µM; hit rate 0.85% among 360,000;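 active means inhibition or corrected inhibition above about 18%, plus a signal ratio from 0.5 to 1.5, limit read from the data, passing the limit was not always enough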; further: strong numbers were not always called active
Target sequence (O14786 whole entry, looked up): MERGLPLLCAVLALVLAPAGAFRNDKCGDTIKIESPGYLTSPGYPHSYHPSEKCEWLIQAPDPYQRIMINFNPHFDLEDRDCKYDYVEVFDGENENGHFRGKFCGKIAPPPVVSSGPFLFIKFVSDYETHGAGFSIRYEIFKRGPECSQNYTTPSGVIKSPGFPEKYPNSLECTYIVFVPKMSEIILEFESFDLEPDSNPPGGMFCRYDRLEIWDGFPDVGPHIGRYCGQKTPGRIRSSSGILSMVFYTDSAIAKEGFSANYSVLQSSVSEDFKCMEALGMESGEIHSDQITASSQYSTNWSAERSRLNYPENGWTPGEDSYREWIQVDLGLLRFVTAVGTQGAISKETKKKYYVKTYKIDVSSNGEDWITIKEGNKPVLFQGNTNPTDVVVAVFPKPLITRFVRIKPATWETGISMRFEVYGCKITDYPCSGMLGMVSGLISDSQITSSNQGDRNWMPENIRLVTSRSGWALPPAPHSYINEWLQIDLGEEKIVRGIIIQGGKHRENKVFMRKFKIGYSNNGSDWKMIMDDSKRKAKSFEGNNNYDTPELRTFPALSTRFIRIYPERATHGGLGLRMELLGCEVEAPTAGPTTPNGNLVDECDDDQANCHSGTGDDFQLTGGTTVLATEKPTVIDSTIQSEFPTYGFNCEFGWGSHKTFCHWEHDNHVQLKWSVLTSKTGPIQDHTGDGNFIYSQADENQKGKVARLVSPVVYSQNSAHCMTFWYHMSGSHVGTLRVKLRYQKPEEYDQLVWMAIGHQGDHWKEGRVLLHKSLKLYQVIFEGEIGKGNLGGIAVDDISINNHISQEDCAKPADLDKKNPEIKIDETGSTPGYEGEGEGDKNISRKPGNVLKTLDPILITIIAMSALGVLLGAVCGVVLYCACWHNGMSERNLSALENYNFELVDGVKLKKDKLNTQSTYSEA
E coli Lon inh: inhibitors of E. coli Lon protease, primary screen, biochemical, fluorescence polarization; P0A9M0; hit rate 0.42% among 360,000; AID 602123, 2011; inhibition, % at 7.94 µM; purified E. coli Lon protease; in the data active means inhibition above about 13%, passing the limit was not always enough;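 further: 0% = enzyme with probe and DMSO and 100% = no enzyme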
TbMetRS inhib: T. brucei MetRS inhibitors, primary screen, biochemical, luminescence | hit rate 0.4% among 360,000 | purified T. brucei MetRS, ATP depletion, Kinase-Glo luminescence | inhibition, % at 11.9 µM | AID 624268, 2012;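 active means inhibition above a per-plate cutoff of the control wells' mean inhibition plus 3 SD, cut at about 5.5% in these data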;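 further: 0% = DMSO wells median and 100% = median of wells with control inhibitor compound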
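Assay system: T. brucei methionyl-tRNA synthetase, purified | Medium: HEPES buffer with MgCl2, KCl, DTT, spermine, BSA, pyrophosphatase | Compound: 11.9 µM single point | Incubation: 15 min enzyme-compound preincubation, 2 h reaction, 10 min detection, 25 °C | Measured by: Kinase-Glo luciferase luminescence reporting remaining unconsumed ATP | Measure: % inhibition normalized to control-well medians | Replication: Singlicate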
MT1-MMP act inh: blockers of MT1-MMP proenzyme processing, primary screen, HT1080 RFP-PRO-GFP cells, GFP/RFP fluorescence | Matrix metalloproteinase-14 (Homo sapiens), P50281 | GFP/RFP ratio fluorescence, overnight; percent of plate control window, DMSO zero | GFP/RFP ratio change, % at 20 µM | hit rate 0.061% among 360,000 | AID 651647, 2012;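 active means GFP/RFP ratio change of at least 30% with cell ATP level not reduced by more than half and red fluorescence within 50% of control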; further: strong numbers were not always called active
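Assay system – RFP-PRO-GFP reporter HT1080 cells · Compound dosing – single dose of 20 µM compound, 1% DMSO final · Incubation – overnight compound exposure at 37 °C · Measure – GFP/RFP fluorescence ratio · Benchmarks – DMSO wells and RFP-L50D-GFP cells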
bovine MsrA act: bovine MsrA enzyme activators, primary screen, biochemical, absorbance, HTS. Methionine sulfoxide reductase A (Bos taurus). purified bovine MsrA, absorbance read-out. activation, % at 10.6 µM. hit rate 0.3% among 360,000. AID 602163, 2012; in the data active means activation above about 7.5%;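 further: 0% = vehicle and 100% = reference activator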
SKN-1 block: suppressors of acrylamide-induced Pgst-4::GFP reporter in worms, primary screen, SKN-1 inhibitor project, whole organism, uHTS, GFP/RFP fluorescence ratio, strain VP596 | C. elegans VP596 Pgst-4::GFP/RFP ratio, 24 h | inhibition, % at 21.8 µM | hit rate 0.49% among 360,000;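 active means interference check ratio from 0.5 to 1.5 plus GFP to RFP signal ratio inhibition reaching or exceeding a fixed threshold, cut at about 30% in these data, passing the limit was not always enough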; further: some compounds called inactive have numbers as strong as hits
* marks the source's active call; other numbers are inactive results; x = not tested or not shown; & = joins results of further samples. The order is random (roughly 4% active in at least one column).

nr	SMILES	MT1-MMP act inh	E coli Lon inh	bovine MsrA act	SKN-1 block	TbMetRS inhib	FAS-TE inh	NRP1-CendR mod	PABP1 MLLE inh	MsrA inhibitor
1	CNC(=O)c1ccc(C)c(NC(=O)C2=C(C)OCCS2)c1	3	0	-1	-7	-0.2	-1	7	4	-0.4
2	O=C(NCCc1ccccc1)c1ccc(-n2cnnn2)cc1	0	1	-14	-16	-1.2	1	-6	1	0.0
3	CCOc1ccc(NC(=O)C2C3CC/C=C\CCC32)cc1 (stereo not given)	0	-1	-3	0	-0.9	1	-11	0	1.0
4	O=C(Nc1ccccc1N1CCN(c2ccccc2)CC1)C12CC3CC(CC(C3)C1)C2	-15	3	-3	-9	0.2	23	-9	-8	1.1
5	O=C(Cc1cn2ccsc2n1)Nc1cccc2cnccc12	-1	-11	2	2	-0.3	-9	4	-20	-0.1
6	CCc1ccc(NC(=O)N(CCCOC(C)C)C2CCN(C(C)=O)CC2)cc1	3	-6	0	9	-0.5	-4	-4	4	-1.4
7	CC(C)OCCCNC(=O)CN1C(=O)CSc2ccc(S(=O)(=O)N3CCCCC3)cc21	1	-3	-7	-5	0.0	1	-6	6	-0.3
8	COC(=O)c1cccc(Nc2nc(-c3cccnc3)nc3ccccc23)c1	-7	-10	-4	19	0.4	-2	-18	-13	0.9
9	CCOC(=O)C1(C)CCCN(C(=O)c2ccc3c(c2)CCO3)C1 (stereo not given)	-1	4	-1	10	-0.2	-6	-3	0	-0.9
10	COc1ccc2cc(C(c3nnnn3C3CCCC3)N3CCOCC3)c3nnnn3c2c1 (stereo not given)	-3	7	-3	9	-0.1	6	-5	6	1.7
11	Cc1ccc(OCCC(=O)OC(C)C(=O)Nc2ccc(Cl)cn2)cc1 (stereo not given)	3	-2	-8	4	-0.7	13	2	6	-0.4
12	CCOC(=O)c1cn(Cc2ccccc2)c(C(=O)OC(C)(C)C)c1O	-2	-5	-3	-4	-0.4	19	12	-1	1.4
13	Cc1cc(N2CCOCC2)n2ncc(-c3ccccc3)c2n1	1	-6	0	11	-0.4	-2	-1	-1	0.5
14	Cc1ccc(C)c(S(=O)(=O)N2CCCC2CNC(=O)C(=O)NCc2cccs2)c1 (stereo not given)	5	-3	0	-13	-0.4	2	9	10	-1.4
15	COc1ccccc1OCC(O)Cn1c(Br)nc2c1c(=O)[nH]c(=O)n2C (stereo not given)	1	0	-4	-7	-0.9	-5	-4	-6	-1.1
16	CCN1CCC2(CCN(Cc3cn[nH]c3-c3ccc(OC)c(F)c3)C2)C1 (stereo not given)	1	-3	-2	7	-0.1	-9	8	-15	0.6
17	Cc1ccccc1OCCn1cnc2c(N)ncnc21	7	-10	-10	-10	-1.6	-6	8	6	-0.3
18	COc1ccc(S(=O)(=O)NCC(c2cccnc2)N2CCN(C)CC2)cc1C (stereo not given)	-7	-2	0	-6	-0.4	-4	4	-2	0.5
19	O=C(Nc1ccc(-c2nc3cccnc3s2)cc1)C1CCCO1 (stereo not given)	-6	-8	-5	-8	-0.1	-2	-5	0	3.2
20	C=CCC[C@H](Cc1ccc(F)cc1)C(=O)OC[C@@H](C)NC(=O)[C@@H](CC=C)CC(=O)N[C@@H](CO)Cc1ccccc1	-10	1	-1	-10	-0.3	1	-6	6	x
21	COc1cc(CN(CC2CCCO2)C(=O)c2cccs2)cc(OC)c1OC (stereo not given)	-2	2	-3	5	-0.1	-4	26*	0	1.7
22	COc1ccc(NC(=O)c2ccco2)cc1NC(=O)c1cccc(F)c1	1	4	-3	-13	-0.6	-1	-2	3	0.2
23	CCOc1ccc(S(=O)(=O)N2CCN(S(=O)(=O)c3ccc(OCC)cc3)C(C)C2)cc1 (stereo not given)	-1	0	-8	-1	-0.8	8	-6	-4	-0.1
24	Cc1ccc2nc(SCC(=O)N3CCCC3)[nH]c2c1	1	-3	-4	-5	-0.7	-3	14	-12	-0.5
25	COc1ccccc1OCCCCCCN1CCN(C)CC1	2	-2	-2	-5	0.0	-2	4	1	-0.3
26	Cc1cn(CC(=O)N[C@H](CO)Cc2c[nH]c3ccccc23)c(=O)[nH]c1=O	0	0	-1	2	-0.7	-9	-1	-32	-0.2
27	CCOP(=O)(OCC)c1nc(-c2ccc(Cl)cc2)oc1NCc1ccccc1	-3	8	2	-8	0.4	18	-10	6	0.9
28	O=C(Cn1ncc(Cl)c(Cl)c1=O)c1ccc(Cl)cc1	-1	-2	-1	7	0.4	14	3	3	0.8
29	O=C(CC(c1ccco1)S(=O)(=O)c1ccccc1)c1ccccc1 (stereo not given)	2	1	-3	-4	2.5	-2	-4	5	2.1
30	CC1(C(=O)NS(=O)(=O)c2ccc(Br)cc2)CCN1C(=O)CCC1CCCC1 (stereo not given)	-4	7	-7	9	-0.3	8	-14	11	0.8
31	CCOc1ccc(N(CC(=O)Nc2ccccc2C(=O)N2CCOCC2)S(=O)(=O)c2ccc(F)cc2)cc1	4	0	-2	4	-0.4	-2	-7	14	-0.7
32	O=C(Nc1ccc2oc(-c3ccccc3)nc2c1)c1cccs1	-2	3	-3	-7	-0.2	2	4	8	0.3
33	Cc1c(NC(=S)N/N=C/c2ccc(N(C)C)cc2)c(=O)n(-c2ccccc2)n1C	-4	10	-6	-8	0.5	-10	-1	15	5.0*
34	CC(=O)NN1C(=O)/C(=C\c2ccccc2)SC1=S	6	1	0	-37	-0.3	-10	-1	32	2.9
35	CCc1ccc(C(=O)Nn2cnc3ccccc3c2=O)cc1	2	8	-1	8	-0.6	-5	-8	-11	-0.9
36	O=C(O)c1ccc(CNc2ccccc2C(=O)O)cc1	2	-4	-1	8	-0.7	-4	-28	0	0.0
37	CN(C(=O)CSc1nnc(C(F)(F)F)n1C)c1c(N)n(Cc2ccccc2)c(=O)[nH]c1=O	2	3	-5	7	0.2	-8	12	-39	2.3
38	C[C@H](NC(=O)OC(C)(C)C)C(=O)N/N=C/c1ccc2nccnc2c1	-2	0	-2	-9	-0.7	-2	7	-5	2.7
39	COc1ccc(NS(=O)(=O)c2ccc(Cl)c(NC(=O)c3ccccc3F)c2)cc1	0	4	-1	6	-0.1	22	12	-23	-0.2
40	Nc1nc(SCC(=O)NCc2ccccc2)n[nH]1	3	2	5	-1	-0.5	-6	8	6	0.3

Quoted at random: two compounds from above
nr	SMILES	MT1-MMP act inh	E coli Lon inh	bovine MsrA act	SKN-1 block	TbMetRS inhib	FAS-TE inh	NRP1-CendR mod	PABP1 MLLE inh	MsrA inhibitor
29	O=C(CC(c1ccco1)S(=O)(=O)c1ccccc1)c1ccccc1 (stereo not given)	2	1	-3	-4	2.5	-2	-4	5	2.1
2	O=C(NCCc1ccccc1)c1ccc(-n2cnnn2)cc1	0	1	-14	-16	-1.2	1	-6	1	0.0

(next part)
nr	SMILES	MT1-MMP act inh	E coli Lon inh	bovine MsrA act	SKN-1 block	TbMetRS inhib	FAS-TE inh	NRP1-CendR mod	PABP1 MLLE inh	MsrA inhibitor
41	Cc1ccc(-c2cc(C(F)F)nc(NCc3cccnc3)n2)cc1	-2	-3	-4	-14	-0.4	7	-1	8	3.0
42	Cc1cccc(C)c1NC1=NCCCCC1	-1	-3	-4	15	-0.5	-5	9	-4	2.2
43	COc1ccc(-c2csc(NC(=O)c3ccccc3OC)c2C(=O)O)cc1OC	-1	-15	-2	1	-0.2	0	3	11	0.9
44	CCOc1cc(/C=C2/C(=N)N3C(=NC2=O)SN=C3S(=O)(=O)C(C)C)ccc1OC(=O)c1ccco1	-49	-38	2	8	-0.2	-3	-166	-21	2.2
45	CN(C)CCNC(=O)Cc1ccc([N+](=O)[O-])cc1	-3	-17	-1	4	-0.2	-12	2	6	-0.6
46	COc1cccc(COC(=O)C2CCN(S(=O)(=O)c3ccc(C)cc3C)CC2)c1OC	4	4	-5	-6	-0.5	25	-3	13	0.5
47	COc1ccccc1NCC(=O)NNC(C)C(=O)Nc1cccc(Cl)c1 (stereo not given)	6	-6	-5	4	-0.6	2	-4	-2	1.0
48	CC(C)[C@H](Nc1nc(-c2ccccc2)nc2c1oc1ccccc12)C(=O)O	6	-1	-1	4	0.1	-6	-9	-19	1.4
49	CC(Nc1cc(N2CCCC2)ccc1[N+](=O)[O-])c1ccccc1 (stereo not given)	1	0	-5	-15	-0.9	27	16	-7	-0.2
50	CCc1c(O)nc(SCC(=O)Nc2ccc(Cl)cc2)n(-c2ccccc2)c1=O	4	-32	-4	18	1.5	-16	-13	4	2.9
51	COc1ccc(S(=O)(=O)NC2CC(C)(C)NC(C)(C)C2)cc1C(C)C	-5	6	-3	-9	-0.4	3	-5	-4	-0.4
52	O=C(COC(=O)c1ccc(O)cc1)Nc1ccccc1-c1ccccc1	0	-1	-2	8	0.0	4	3	8	-0.1
53	CC(C)C[C@@H](CN1CCCC1CN1C(=S)NC[C@@H]1Cc1ccc(O)cc1)N1C[C@H](Cc2ccccc2)N(CCc2ccccc2)C1=S (stereo not given in full)	-3	0	-6	-1	-1.0	-92	-6	15	0.1
54	COc1cc2oc(=O)cc(CN3CCCCCCC3)c2cc1Cl	0	-8	-3	19	-0.1	15	-10	-20	1.1
55	Cc1nc2nc(C)c(CCC(=O)Nc3ccc4c(c3)OCO4)c(C)n2n1	3	12	-6	11	0.1	-2	8	0	-0.1
56	CCN(CC)CCNC(=O)c1ccc(NC(C)=O)cc1	1&2	2&72	-1&0	-14&-9	-0.7&-0.6	-2&-3	2&-6	10&-3	2.2&0.9
57	CCOC(=O)c1c(-c2ccccc2)csc1NC(=O)CSc1nnc(C)s1	-9	-8	-2	-6	-1.1	18	-5	15	-0.5
58	Cc1ccc(CCn2c3c(c4ccccc42)CN(C)CC3)cn1	-3	1	0	1	0.0	-7	9	5	-1.5
59	COC(=O)[C@H](CCSC)NC(=O)NCc1ccccn1	2	2	-11	-19	-0.8	-12	7	-9	-1.4
60	COc1ccc(NC(=O)CN2CCN(Cc3ccccc3)CC2)cc1	1	0	-4	4	-0.5	0	-1	10	0.1
61	COc1ccccc1CNC(=O)Cn1nnnc1CN(C)C(C)C	0	3	-6	5	-0.5	-5	4	0	0.8
62	C=CCN(c1nc(C)cc(OC)n1)S(=O)(=O)c1ccccc1	3	1	-6	10	-1.4	10	3	-5	-0.6
63	O=C(/C=C/c1cccc([N+](=O)[O-])c1)Nc1ccccn1	3	5	-1	-3	-0.6	2	7	-3	0.3
64	CC(Sc1nc(-c2ccccc2)cc(C(F)(F)F)n1)C(=O)O (stereo not given)	3	-3	2	-1	-0.4	-6	14	-13	2.4
65	CCOC(=O)c1ccc(N=C2SC(C(=O)NC)CC(=O)N2CCc2ccccc2)cc1 (stereo not given)	0	0	-2	8	0.2	19	6	21	-1.6

Source: PubChem (several laboratories)
